FBW7 act – activators of human E3 ligase FBW7; normalized activity (activation), % at 26.1 µM; AlphaScreen FBW7–phospho-cyclin E peptide binding, activator screen; hit rate 0.13% among 650,000; AID 1259310; in the data active = normalized activity above about 1.9%;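 also: purified mutant Fbw7 with reduced substrate affinity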
TEAD-YAP inh – TEAD-YAP interaction inhibition. AID 1259422. hit rate 1.4% among 640,000. HEK-TIYL cells, TEAD-Gal4/YAP UAS-luciferase luminescence. inhibition, % at 9.12 µM; in the data active = inhibition above about 32%;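 also: 0% = median of test compound wells and 100% = reference inhibitor wells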
GPR151 ag – activates the human receptor GPR151. PathHunter beta-arrestin GPR151 cells, luminescence. activation, % at 11.2 µM. hit rate 1% among 650,000; in the data active = activation above about 4.9%;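 also: 0% = median of compound wells and 100% = cells with positive control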
Target sequence (Q8TDV0 whole entry, looked up): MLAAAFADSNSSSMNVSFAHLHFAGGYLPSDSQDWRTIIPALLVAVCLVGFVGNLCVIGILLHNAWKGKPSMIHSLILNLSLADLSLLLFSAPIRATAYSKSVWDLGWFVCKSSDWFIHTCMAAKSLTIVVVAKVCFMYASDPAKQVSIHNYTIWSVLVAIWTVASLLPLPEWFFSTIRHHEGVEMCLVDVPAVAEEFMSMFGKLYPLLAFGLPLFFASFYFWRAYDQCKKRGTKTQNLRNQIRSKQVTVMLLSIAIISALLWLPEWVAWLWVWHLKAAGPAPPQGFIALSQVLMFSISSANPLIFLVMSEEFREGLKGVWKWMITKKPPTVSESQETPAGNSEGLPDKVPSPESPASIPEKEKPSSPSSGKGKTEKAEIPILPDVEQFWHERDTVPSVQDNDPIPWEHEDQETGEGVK
MITF inh – human MITF inhibition, primary screen | AlphaScreen MITF homodimerization, bead proximity signal | inhibition, % at 2.6 µM | hit rate 0.91% among 650,000 | AID 1259374; in the data active = inhibition above about 50%;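 also: 0% = vehicle wells with protein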
Target sequence (O75030 whole entry, looked up): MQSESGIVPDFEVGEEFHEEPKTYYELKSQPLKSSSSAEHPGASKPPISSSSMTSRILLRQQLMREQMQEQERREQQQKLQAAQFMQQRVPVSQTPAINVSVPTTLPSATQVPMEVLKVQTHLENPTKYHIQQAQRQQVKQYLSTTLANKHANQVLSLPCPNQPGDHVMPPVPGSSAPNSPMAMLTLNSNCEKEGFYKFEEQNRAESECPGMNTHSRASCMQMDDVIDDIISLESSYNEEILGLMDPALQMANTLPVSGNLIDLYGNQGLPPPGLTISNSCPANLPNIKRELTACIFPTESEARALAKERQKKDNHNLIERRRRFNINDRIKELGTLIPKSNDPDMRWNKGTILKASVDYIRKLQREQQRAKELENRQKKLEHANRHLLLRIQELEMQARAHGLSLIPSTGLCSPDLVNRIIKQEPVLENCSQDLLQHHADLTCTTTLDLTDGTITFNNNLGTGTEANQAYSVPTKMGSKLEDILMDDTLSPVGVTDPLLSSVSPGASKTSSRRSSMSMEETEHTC
Numbers without * were called inactive.

SMILES	FBW7 act	TEAD-YAP inh	GPR151 ag	MITF inh
O=C1CCCN2N=C(SCC(=O)N3N=C(c4cccs4)CC3c3ccc(F)cc3)SC2=N1 (stereo not given)	0.5	9	0.4	2
CCCCN(CC)S(=O)(=O)c1ccc(F)c(C(=O)Nc2cccc(Cl)c2C)c1	0.0	-8	-0.5	-10
O=C(Nc1cc(Cl)ccc1O)c1ccc2c(c1)C(=O)N(CC1CCCO1)C2=O (stereo not given)	0.0	-2	0.5	4
Cc1ccc(NC(=O)COC(=O)COc2ccc(Cl)cc2)cc1C	0.0	5	-1.5	-7
Cn1nnnc1Sc1ccc(C(=O)OCC(=O)c2c[nH]c3ccccc23)cc1[N+](=O)[O-]	0.7	11	0.5	17
CC(C)(C)Nc1nc(Cl)nc(Nc2ccc([N+](=O)[O-])cc2)n1	-0.2	1	1.4	-10
CCc1ccc(-c2nc(CSCC(=O)NCCCOC(C)C)c(C)o2)cc1	-0.1	7	0.8	4
Cc1cc(C)c2c(c1)-c1c(sn(-c3ccc(Br)cc3)c1=S)C(C)(C)N2	0.5	0	-0.7	9
CCc1[nH]nc2[nH]c3c(c(=O)c12)c(=O)n(C)c(=O)n3C	-0.1	-6	-0.8	-6
CCOC(=O)c1cnc2c(Cl)cccc2c1Nc1cccc(C(=O)OC)c1	0.4	0	1.4	-1
COc1ccc(Nc2nccn3c(-c4ccoc4)cnc23)cn1	-0.8	10	-1.8	16
CC(C)CCn1c(=O)c2cccnc2n(Cc2ccc(F)cc2)c1=O	0.0	-3	-1.0	0
O=C(NC1CCC(NC(=O)C(Cl)Cl)CC1)C(Cl)Cl (stereo not given)	0.1	12	-1.1	-3
Cc1c(NC(=O)C(C)N2C(=O)C3C4CCC(C4)C3C2=O)ccc(Br)c1Cl (stereo not given)	0.8	3	13*	14
O=[N+]([O-])c1cccc(S(=O)(=O)c2ccc(SCCO)c([N+](=O)[O-])c2)c1	0.1	-4	-0.4	2
CN1CCN(C(c2ccccn2)c2ccc3cccnc3c2O)CC1 (stereo not given)	-0.2	15	-0.1	90*
O=C(Nc1nc2ccc([N+](=O)[O-])cc2s1)c1ccccc1I	0.0	11	-2.5	7
COc1ccc(NC(=O)C(=S)NCCc2ccccc2)cc1	0.3	-7	-0.7	17
N#CC1=C(O)C(c2ccccc2)n2c1nc(=O)c1ccccc12 (stereo not given)	-0.1	6	0.0	11
CC(C)(C)N(Cc1ccc([N+](=O)[O-])cc1)CC(O)COc1ccccc1 (stereo not given)	0.1	5	1.2	25
Cc1cc2nc(-c3cc(NC(=O)c4ccccc4Cl)ccc3O)oc2cc1C	-0.2	4	-0.2	-14
CCCCNS(=O)(=O)CCNC(=O)c1cccc(OC)c1	0.9	8	0.0	10
CCN(Cc1ccccc1)S(=O)(=O)c1ccc(F)c(C(=O)Nc2cc(Cl)cc(Cl)c2)c1	-0.1	6	0.5	5
CCc1ccc(/C=C2/Sc3ccccc3N(CC(=O)N3CCCC3)C2=O)cc1	-0.1	3	0.3	-19
O=C(COc1ccc2ccccc2c1)N1CCc2ccccc21	-0.1	-7	-0.6	6
CC(=O)c1ccc(OCC(O)Cn2c[n+](C)c3ccccc32)cc1 (stereo not given)	-0.1	-14	-0.7	-13
Cc1sc(NC(=O)CCCC(=O)O)c(C#N)c1C	0.0	-15	0.2	17
Cc1ccc(C2NC(=S)NC3=C2N2CCC3CC2)cc1 (stereo not given)	-0.1	-15	-1.1	9
N#C/C(=C\c1ccc[nH]1)S(=O)(=O)c1ccccc1	-0.1	0	-0.9	5
COc1cc(OC)cc(C(=O)OCCN(C)C2=NS(=O)(=O)c3ccccc32)c1	0.0	-3	-0.2	5
Cc1ccnc(NC(=O)C(C)Oc2ccc(Cl)cc2Cl)n1 (stereo not given)	0.1	4	0.7	1
CCOC(=O)N1CCc2c(sc(NCc3ccc(C)o3)c2C(=O)Nc2cc(Cl)ccc2OC)C1	0.1	-4	-1.3	-5
O=C(N1CCCCCC1)N1CCN(C(=O)N2CCCCC2)CC1	0.1	-11	-0.4	-6
CC1(Cc2ccccn2)C(=O)Nc2c(Cl)cccc21 (stereo not given)	0.1	-9	-0.2	13
COc1ccccc1NC(=O)C1=C(C)Nc2nc(CCCO)nn2C1c1ccc(O)cc1 (stereo not given)	-0.1	-2	-0.3	-14
CC(C)CSc1nc(N2CCOCC2)c2c(c1C#N)CCCC2	0.0	-17	0.2	-6
CC(=O)c1ccc(NCCC(=O)c2ccc(C)cc2)cc1	0.0	-16	-1.0	-5
O=C(Nc1cccc2ccccc12)C1CCCN(C(=O)Nc2ccc(F)cc2)C1 (stereo not given)	0.0	2	2.3	3
CC(C)(C)c1nn2cnnc2n(/N=C/c2ccccc2I)c1=O	0.0	3	1.9	-1
COc1ccc(C(=O)Nc2ccc3nn(-c4ccc(Cl)cc4)nc3c2)cc1[N+](=O)[O-]	-0.1	-15	-0.5	-2
CC1=C(C(=O)Nc2ccccc2C)C(c2cccc(O)c2)NC(=S)N1 (stereo not given)	-0.1	-3	-1.2	-5
Cc1ccc(NC(=S)N(CCN2CCCCCC2)Cc2cccs2)cc1	0.1	3	-0.4	11
CC(CO)NC(=O)c1cnc2scc(-c3ccccc3Cl)n2c1=O (stereo not given)	0.1	6	0.2	9
Brc1ccc(OCCN2CCN(c3ccc(Br)cn3)CC2)nc1	0.6	-6	-0.5	14
c1cnc(Nc2cc(NC3CC3)ncn2)cn1	0.3	-19	2.1	-1
CN1C(=O)CC(c2ccc([N+](=O)[O-])cc2)C2=C1CC(C)(C)CC2=O (stereo not given)	-0.3	0	-0.6	6
Cn1nnnc1SCC(=O)Nc1nc(-c2cccs2)cs1	0.0	5	0.2	20
CCOc1ccc(N2C(=O)CC(Cc3ccccc3)C2=O)cc1 (stereo not given)	-0.2	-5	-0.2	0
CC(=O)c1ccc(N2CCN(C(=O)C3CCN(S(=O)(=O)c4cnc[nH]4)CC3)CC2)cc1	-0.1	5	-0.2	-5
COc1ccc(-c2cc(-c3ccccc3)nc(SCC(=O)c3ccc(C)cc3)c2C#N)cc1	-0.2	-7	-2.0	-7
CCc1nn2c(=O)c(S(=O)(=O)NCc3ccc4c(c3)OCO4)c(C)nc2s1	0.0	11	3.3	-4
CC(C)NC(=O)c1ccc2c(c1)N(CC(=O)Nc1ccc(F)cc1)C(=O)C(C)(C)O2	0.0	5	0.6	17
CCCCNC(=O)NNC(=O)C1CCCCC1	0.1	1	0.5	11
c1ccc2c(c1)CCN(c1ncnc3nc[nH]c13)C2	-0.1	-3	0.5	2
CCc1nnc(NC(=O)C2CC(=O)N(c3ccc(C)cc3)C2)s1 (stereo not given)	-0.1	3	0.5	9
Cc1ccc(C)c(N2CCN(C(=O)CN3CC(c4ccccc4)CC3=O)CC2)c1 (stereo not given)	-0.1	26	2.1	8
CCOC(=O)c1cc2c(N)c(C(=O)c3ccc(Br)cc3)sc2[nH]c1=O	-0.1	-2	0.4	7
CCc1ccc(C(=O)Nn2c(-c3cccc(C)c3)nc3ccccc3c2=O)cc1	0.2	6	-1.5	17
O=C(NCCNc1ccc(Nc2ccncc2)nn1)c1cccc(F)c1	-0.5	-1	0.0	-5
CN(C(=O)COC(=O)c1cc(F)c(F)cc1Cl)C1CCS(=O)(=O)C1 (stereo not given)	-0.1	-3	-2.7	-8
Going on with the list.
SMILES	FBW7 act	TEAD-YAP inh	GPR151 ag	MITF inh
Cn1c(=O)[nH]c(=O)c2c1nc(SCC(=O)c1ccc([N+](=O)[O-])cc1)n2CC(O)COc1ccc(Cl)cc1 (stereo not given)	0.0	4	-0.5	15
CCCN(CCC)CC(O)COc1ccccc1C(=O)Nc1ccccc1 (stereo not given)	-0.1	9	3.5	17
Cc1noc(C)c1CN1C(=O)NC(c2ccccc2)(c2ccccc2)C1=O	-0.2	-9	1.7	-5
CC1CCCCN1S(=O)(=O)c1cccc(S(=O)(=O)N2CCCC2)c1 (stereo not given)	-0.1	-1	-0.5	1
O=C1[C@@H]2C[C@H](NCc3cccc(Cl)c3)CN2C(=O)[C@@H]2CCCN12	0.3	0	0.7	16
CCOc1ccc2cc(C#N)c(SCC(=O)Nc3cccc(C(C)=O)c3)nc2c1	0.1	2	0.6	7
CC[C@H](C)[C@@H]1NC(=O)[C@@H]2C[C@H](NC(=O)Nc3ccccc3Cl)CN2C1=O	0.0	-5	-0.6	3
COc1ccc(/C=N/Nc2cccc(C(=O)O)c2)c(OC)c1OC	0.0	30	1.1	-8
O=C(Nc1cccc(Cl)c1)N1c2ccccc2Sc2ccccc21	0.0	-10	-0.1	-7
CC(=O)c1cccc(-c2cncc(C(=O)NCCO)c2)c1	0.1	-13	-1.7	-14
Cc1ccc2nc(-c3ccc(C)c(NC(=O)c4ccccc4[N+](=O)[O-])c3)oc2c1	1.4	-31	0.2	16
O=C(NCc1cccs1)C1CCN(c2nccs2)CC1	0.4	0	0.3	5

Next part; the last four above are carried over.
SMILES	FBW7 act	TEAD-YAP inh	GPR151 ag	MITF inh
O=C(Nc1cccc(Cl)c1)N1c2ccccc2Sc2ccccc21	0.0	-10	-0.1	-7
CC(=O)c1cccc(-c2cncc(C(=O)NCCO)c2)c1	0.1	-13	-1.7	-14
Cc1ccc2nc(-c3ccc(C)c(NC(=O)c4ccccc4[N+](=O)[O-])c3)oc2c1	1.4	-31	0.2	16
O=C(NCc1cccs1)C1CCN(c2nccs2)CC1	0.4	0	0.3	5
O=C1CSC(=Nc2ccccc2C(F)(F)F)N1	0.0	5	-1.9	0
CS(=O)(=O)N(CC(=O)N1CCN(C(c2ccccc2)c2ccccc2)CC1)c1cccc(Cl)c1	-0.2	10	-0.2	14
CCc1nc(CN2Cc3cc(OC)ccc3OC(CC)C2)c(C)[nH]1 (stereo not given)	-0.1	2	0.4	-4
COc1cccc(CNC(=O)Nc2ccc(-c3cn[nH]c3)cc2OC2CCNCC2)c1	-0.2	-8	-0.9	13
CC1=C(C(=O)Nc2nc3ccccc3s2)C(c2cccc(Br)c2)C2=C(CC(C)(C)CC2=O)N1 (stereo not given)	0.0	-19	-1.2	-13
Cc1ccc(CN=c2c([N+](=O)[O-])nn(-c3ccc(Cl)cc3)n2O)cc1	-0.4	-23	-0.1	20
COc1ccc(N2CC(NC(=O)c3ccccc3[N+](=O)[O-])CC2=O)cc1 (stereo not given)	0.0	2	0.1	3
CCCCc1nnc(NC(=O)c2ccccc2I)s1	0.7	1	-1.7	15
CCOC(=O)c1sc2nc(SCc3cccc(Br)c3)n(CCC3=CCCCC3)c(=O)c2c1C	0.0	-1	-1.3	-4
Cc1onc(-c2ccccc2)c1CNS(=O)(=O)c1ccc2c(c1)OCCCO2	-0.1	-4	2.7	-11
COc1cc(/C=C(\NC(=O)c2ccccc2)C(=O)N2CC3CC(C2)c2cccc(=O)n2C3)cc(OC)c1OC (stereo not given)	0.1	-2	0.3	13
COc1cccc(-c2nc3ccccc3s2)c1O	-0.1	28	1.0	-7

Retrieved by compound from the list above:
SMILES	FBW7 act	TEAD-YAP inh	GPR151 ag	MITF inh
CC1=C(C(=O)Nc2nc3ccccc3s2)C(c2cccc(Br)c2)C2=C(CC(C)(C)CC2=O)N1 (stereo not given)	0.0	-19	-1.2	-13
CCCCc1nnc(NC(=O)c2ccccc2I)s1	0.7	1	-1.7	15
CS(=O)(=O)N(CC(=O)N1CCN(C(c2ccccc2)c2ccccc2)CC1)c1cccc(Cl)c1	-0.2	10	-0.2	14
Cc1ccc(CN=c2c([N+](=O)[O-])nn(-c3ccc(Cl)cc3)n2O)cc1	-0.4	-23	-0.1	20
COc1cc(/C=C(\NC(=O)c2ccccc2)C(=O)N2CC3CC(C2)c2cccc(=O)n2C3)cc(OC)c1OC (stereo not given)	0.1	-2	0.3	13

(cont.)
SMILES	FBW7 act	TEAD-YAP inh	GPR151 ag	MITF inh
COc1ccc(Cc2nnc(SCC(N)=O)o2)cc1	-0.2	-4	-0.2	-5
CCCn1c(C)nc2c(=O)oc3ccccc3c21	-0.1	3	1.3	-7
CC(C)[C@@H](Cn1nc(-c2cccs2)ccc1=O)NC(=O)c1cnoc1	0.1	-6	-0.8	7
COc1ccc(CC(=O)N2CCC3(CC2)OCc2cccc(OC)c2O3)cc1OC	-0.2	65*	1.2	8
COc1cccc(NC(=S)N2CCn3cccc3C2c2cc(OC)ccc2OC)c1 (stereo not given)	-0.1	-4	-0.5	5
CCCOc1ccc(/C=N/NC(=O)Cn2cnc3c2c(=O)n(C)c(=O)n3C)cc1	0.1	-26	0.7	-5
COC(=O)c1ccc(CSc2ncc(CO)n2Cc2ccc(Cl)cc2)o1	0.1	0	0.4	-5
COc1ccc(NCc2c(F)cccc2F)c(OC)c1	0.0	-6	2.8	3
CCc1ccc(OCC(=O)Nc2sc3c(c2C(=O)OC)CCCC3)cc1	0.3	7	0.6	-6
COc1ccc(NC(=O)Cn2c(=O)c3cccn3c3ccccc32)cc1Cl	0.5	4	-0.1	13
COc1cccc(Nc2nc(N(C)CCO)nc3c2cnn3-c2ccccc2)c1	0.0	-7	1.1	22
CCOC(=O)c1c(NC(=O)c2ccc(Br)cc2)sc2c1CCCC2	0.0	12	1.6	8
COc1ccccc1/C=N/NC(=O)C(=O)Nc1cccc(C(F)(F)F)c1	0.7	11	-0.9	18
CCOC(=O)c1sc(NC(=O)c2cc(OC)c(OC)c(OC)c2)nc1C	0.1	-10	1.8	-3
COc1cccc(C(=O)Nc2nc(-c3ccccc3)c(C)s2)c1	-0.1	-6	2.2	9

Source: PubChem BioAssay
